# BAZ2B inh = inhibitors of human BAZ2B bromodomain; Q9UIF8; AlphaScreen BAZ2B-H3K14Ac peptide displacement; Potency, µM (highest dose often 114 µM), inactives show at the top dose activity change, negative = inhibition, actives largely listed as inhibitors; hit rate 4.4% among 360,000; AID 504333; also: potency is read from the fitted curve at half-maximal effect; % is scaled to controls: 0 for no effect and ±100 for the full control effect; nearly all actives have a fitted effect of over 60% in size
# Target sequence (Q9UIF8 whole entry, looked up): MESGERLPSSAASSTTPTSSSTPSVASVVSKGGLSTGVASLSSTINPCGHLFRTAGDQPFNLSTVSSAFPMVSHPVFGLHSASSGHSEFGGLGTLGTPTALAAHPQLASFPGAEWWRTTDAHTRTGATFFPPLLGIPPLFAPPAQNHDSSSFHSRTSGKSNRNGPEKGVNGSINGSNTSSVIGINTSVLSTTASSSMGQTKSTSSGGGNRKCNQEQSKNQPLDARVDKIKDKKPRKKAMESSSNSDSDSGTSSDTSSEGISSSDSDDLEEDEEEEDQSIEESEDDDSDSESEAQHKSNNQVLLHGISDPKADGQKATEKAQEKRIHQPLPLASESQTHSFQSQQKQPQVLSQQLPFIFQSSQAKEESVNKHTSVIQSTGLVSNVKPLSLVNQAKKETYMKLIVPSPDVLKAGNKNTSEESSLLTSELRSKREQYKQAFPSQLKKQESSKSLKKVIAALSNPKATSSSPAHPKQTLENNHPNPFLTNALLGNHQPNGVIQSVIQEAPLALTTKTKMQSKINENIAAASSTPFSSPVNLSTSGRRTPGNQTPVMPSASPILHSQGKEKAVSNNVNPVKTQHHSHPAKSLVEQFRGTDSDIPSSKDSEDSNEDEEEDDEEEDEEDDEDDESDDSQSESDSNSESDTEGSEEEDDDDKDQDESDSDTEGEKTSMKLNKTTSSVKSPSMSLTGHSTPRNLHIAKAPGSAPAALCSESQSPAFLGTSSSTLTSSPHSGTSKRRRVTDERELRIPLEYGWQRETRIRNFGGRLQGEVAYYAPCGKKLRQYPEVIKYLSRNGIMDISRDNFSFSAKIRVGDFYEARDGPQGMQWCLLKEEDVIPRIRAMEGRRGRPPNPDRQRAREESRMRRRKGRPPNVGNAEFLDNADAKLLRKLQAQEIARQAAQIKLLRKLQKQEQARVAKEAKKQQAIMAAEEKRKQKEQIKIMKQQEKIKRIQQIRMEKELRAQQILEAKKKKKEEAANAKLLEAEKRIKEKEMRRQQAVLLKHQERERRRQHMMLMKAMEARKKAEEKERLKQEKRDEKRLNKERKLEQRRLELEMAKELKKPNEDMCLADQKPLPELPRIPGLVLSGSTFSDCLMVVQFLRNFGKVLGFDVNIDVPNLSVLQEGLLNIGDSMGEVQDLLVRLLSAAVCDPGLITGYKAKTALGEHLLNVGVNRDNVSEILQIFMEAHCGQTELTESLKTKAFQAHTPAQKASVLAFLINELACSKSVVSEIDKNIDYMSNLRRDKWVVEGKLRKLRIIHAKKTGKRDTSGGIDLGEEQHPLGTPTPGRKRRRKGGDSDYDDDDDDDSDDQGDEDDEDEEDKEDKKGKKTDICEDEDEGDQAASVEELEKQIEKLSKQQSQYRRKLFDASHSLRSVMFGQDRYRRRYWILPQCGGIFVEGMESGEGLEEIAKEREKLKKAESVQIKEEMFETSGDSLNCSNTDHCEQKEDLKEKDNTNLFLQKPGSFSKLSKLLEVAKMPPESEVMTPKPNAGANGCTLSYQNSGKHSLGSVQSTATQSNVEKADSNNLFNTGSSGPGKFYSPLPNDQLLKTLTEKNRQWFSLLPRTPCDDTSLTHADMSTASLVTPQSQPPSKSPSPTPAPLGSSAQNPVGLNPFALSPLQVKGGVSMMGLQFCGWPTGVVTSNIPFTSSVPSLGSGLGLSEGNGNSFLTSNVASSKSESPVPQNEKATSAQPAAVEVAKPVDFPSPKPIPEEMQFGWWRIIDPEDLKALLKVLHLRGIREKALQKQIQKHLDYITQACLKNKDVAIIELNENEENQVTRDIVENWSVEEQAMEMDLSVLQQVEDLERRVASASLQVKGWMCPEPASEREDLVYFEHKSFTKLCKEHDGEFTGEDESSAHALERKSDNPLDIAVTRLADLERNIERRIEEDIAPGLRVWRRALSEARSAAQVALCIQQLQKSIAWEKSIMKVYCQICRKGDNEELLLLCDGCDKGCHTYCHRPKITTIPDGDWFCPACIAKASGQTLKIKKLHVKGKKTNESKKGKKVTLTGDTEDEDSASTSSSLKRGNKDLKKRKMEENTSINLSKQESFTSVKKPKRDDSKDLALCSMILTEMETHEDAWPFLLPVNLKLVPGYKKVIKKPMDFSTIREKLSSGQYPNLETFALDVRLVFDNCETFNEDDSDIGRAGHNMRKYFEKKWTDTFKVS
#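 Multi-concentration screen (max 110 uM) measuring displacement of acetylated histone H3 peptide from BAZ2B by AlphaScreen, using 50 nM protein, 50 nM peptide and 10 ug/mL streptavidin donor plus Ni-chelate acceptor beads.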
# Pol eta inh = DNA polymerase eta (human) inhibition | recombinant Pol eta, fluorescent DNA replication assay | Potency, µM (top dose mostly 114 µM), for inactives: at the highest dose activity change, negative = inhibition, hits mostly inhibitors | hit rate 1.2% among 390,000 | AID 588591; also: potency is read from the fitted curve at half-maximal effect; % is scaled to controls: 0 for no effect and ±100 for the full control effect
#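 Fluorescent replication assay: 50 nM final substrate added after a 15 min room-temperature compound preincubation with 10 nM enzyme. Signal taken at 0 min and again at 10 min.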
# PI4K2A block = blocks human PI4K2A kinase activity. Q9BTU6. hit rate 0.13% among 420,000. purified PI4K2A, ADP-Glo luminescence, 1 h; hits give low values. activity change, negative = inhibition, % at 76.9 µM. AID 1346378; in the data active = activity change below about -50%; inconclusive = mostly about -30% to -49%;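 also: -100% = wells without enzyme as full effect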
#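 In this quantitative HTS, ADP production by PI4K2A was quantified luminescently after 1 h at ambient temperature; 100 microM adenosine served as plate-quality control.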
# GLS inh = glutaminase GLS (human) inhibition. Potency, µM (series often up to 45.5 µM), for inactives: at the top dose activity change, negative = inhibition, most hits filed as inhibitors. GLS enzymatic activity, qHTS titration. O94925. hit rate 0.21% among 410,000. AID 624170; also: potency is read from the fitted curve at half-maximal effect; % is scaled to controls: 0 for no effect and ±100 for the full control effect
#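 Enzyme dispensed in phosphate buffer (45 mM, pH 8.2, 0.02% Tween-20), compounds pinned in, then 1 mM L-glutamine solution and the glutamate oxidase–HRP–Amplex Red mix added; fluorescence read immediately and again after 30 min at room temperature.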
# G9a inh = inhibitors of human histone lysine methyltransferase G9a. Q96KQ7. Potency, µM (series often up to 102 µM), inactives show at the top dose activity, negative = inhibition, most hits filed as inhibitors. AID 504332. hit rate 8.8% among 350,000. G9a H3K9 monomethylation, AlphaScreen, 2 h; also: potency is read from the fitted curve at half-maximal effect; % is scaled to controls: 0 for no effect and ±100 for the full control effect; nearly all actives have a fitted effect of over 75% in size
#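 Quantitative HTS format: methyltransferase activity on a biotin-tagged H3K9 peptide is measured by AlphaScreen, using a rabbit anti-monomethyl-H3K9 antibody with streptavidin donor and anti-IgG acceptor beads. Final levels are 20 nM enzyme, 500 nM peptide, 20 uM SAM; 2 h RT.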
# JMJD2A Tudor inh = blocks the human JMJD2A Tudor domain. AlphaScreen JMJD2A-Tudor / H3K4me3 peptide binding. Potency, µM (series often up to 114 µM), inactives show at the top dose activity change, negative = inhibition, hits mostly inhibitors. hit rate 4.4% among 390,000; also: potency is read from the fitted curve at half-maximal effect; % is scaled to controls: 0 for no effect and ±100 for the full control effect; nearly all actives have a fitted effect of over 50% in size
# HP1b binding inh = HP1-beta chromodomain-methylated histone interaction inhibition; AlphaScreen HP1-beta / biotin-H3K9me3 peptide binding; Potency, µM (titrated, usually from 114 µM), without a hit: at the top dose activity change, negative = inhibition, most hits filed as inhibitors; hit rate 0.56% among 390,000; AID 540317; also: potency is read from the fitted curve at half-maximal effect; nearly all actives have a fitted effect of over 70% in size; inactives centre near 23
#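 Compound inhibition of the preformed complex between 50 nM HP1-beta and 50 nM biotinylated H3K9me3 peptide was read by AlphaScreen. Buffer was PBS pH 7.4 with 0.01% Tween-20. Incubations ran 30 min at room temperature, with 10 ug/mL donor/acceptor beads.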
# PGK inhibitor = blocks T. brucei phosphoglycerate kinase; PGK/GAPDH coupled, Kinase-Glo luminescence, 60 min; hit rate 0.043% among 380,000; P07378; Potency, µM (highest dose often 57.5 µM), inactives show at the top dose activity change, negative = inhibition, hits mostly inhibitors; also: potency is read from the fitted curve at half-maximal effect; % is scaled to controls: 0 for no effect and ±100 for the full control effect; nearly all actives have a fitted effect of over 60% in size
#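 Recombinant glycosomal PGK reaction used 1,3-bisphosphoglycerate generated in-well by GAPDH (100nM final) in 100mM TEA pH 7.6, 5mM MgCl2, 0.01% Tween-20. After 60 minutes at room temperature, ATP was read by Kinase-Glo Plus luminescence end-point.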
# Pin1 inhibitor = blocks the human prolyl isomerase Pin1; Pin1 FP peptide displacement, HiFluor488, 10 min; Potency, µM (highest dose often 115 µM), for inactives: top-dose activity, negative = inhibition, hits mostly inhibitors; hit rate 0.009% among 390,000; active = well fitted inhibition curve with a large enough effect in the polarisation, with a control signal flat, not every such curve was filed as active; inconclusive = small, poorly fitted or top-dose-only effect, or effect the other way, or a change in a side signal; inactive = no such curve, though single readings can be large or run the other way; the % refers to the polarisation; also: potency is read from the fitted curve at half-maximal effect; % is scaled to controls: 0 for no effect and ±100 for the full control effect
# Active calls of the source: *; i = inactive; ? = inconclusive; . = no result given; & = joins results of further samples; [ ] = another dose, or the depositor's remark. Unless noted, calls follow the shape of the dose curve; as a rule, active = well fitted curve in the direction sought with a large enough effect; inconclusive = small, poorly fitted or top-dose-only effect, or another doubt; inactive = no such curve, though single readings can be large; an effect the other way counts as inactive or inconclusive. Only part of the results is shown; count on the stated rates, not on these rows.
molecule	BAZ2B inh	Pol eta inh	PI4K2A block	GLS inh	G9a inh	JMJD2A Tudor inh	HP1b binding inh	PGK inhibitor	Pin1 inhibitor
CC(=O)c1ccc(Cc2ncc(C(F)(F)F)cc2Cl)s1	10.8%	-12.5%	-12.0	1.3%	-41.4%[59 µM]	9.3%	33.0%	-9.6%	1.8%
CC(=O)O[C@]1(C(C)=O)CC[C@H]2[C@@H]3C=C(C)C4=CC(=O)CC[C@]4(C)[C@H]3CC[C@@]21C	-21.6%&-21.9%	-19.0%	-3.6&2.0	-2.6%	?	-15.2%	37.1%	-2.3%	-4.8%
Cc1noc(/C=C/c2cccs2)c1S(=O)(=O)N1CCC(C(=O)NCCCN2CCC(C)CC2)CC1	-4.6%	1.8%	-3.7	0.1%	?	-32.5%	5.2%	i	7.7%
COc1ccccc1/C=C/C(=O)OCC(=O)NC1CCCCCC1	10.6%	-13.8%	4.0	-19.9%	25.2%[2.33 µM]	-4.8%	34.7%	-1.5%	?
O=Nc1c(O)[nH]c2ccc(F)cc12	-16.8%	-0.2%	4.8	24.3%	-10.2%	-5.6%	-0.7%	-1.1%	3.9%
O=C(Nc1nccs1)c1cccc(N2C(=O)c3cccc4c([N+](=O)[O-])ccc(c34)C2=O)c1	-25.6%	?	-0.6	-1.3%	-1.5%	-6.0%	18.2%	6.8%	?
CSc1cnnc2ccccc12	.	-15.8%	0.1	13.7%	.	-5.6%	28.2%	8.7%	-0.5%
O=C(Nc1ccc(F)cc1F)C1CCN(C(=O)c2ccc(Br)cc2)CC1	-7.0%	-8.7%	4.2	-1.6%	-9.0%	-6.8%	29.2%	6.3%	1.6%
CC(C)(C)c1ccc(OCCNC(=O)Cc2ccc(F)cc2)cc1	-4.1%	-22.5%	-3.6	3.6%	0.5%[59 µM]	-10.6%	40.4%	-3.2%	0.3%
O=C(c1ccc(Oc2ccc(C(F)(F)F)cc2[N+](=O)[O-])cc1)N1CCOCC1	-8.9%	-17.3%	-5.9	0.0%	?	0.0%	5.9%	-0.2%	3.6%
COCCNC(=O)CN(C(=O)Cn1nnc2ccccc21)c1cccc(C)c1C	-4.2%	-2.6%	8.5	1.8%	-4.2%	-18.4%	17.6%	0.8%	-5.4%
O=C(COc1ccccc1)OCc1cc2ccccc2[nH]c1=O	.	-11.6%	-0.9	6.5%	-7.5%[59 µM]	-4.9%	20.8%	.	-1.8%
CCCc1ccc(-c2cc(C(=O)NCCc3ccc(S(N)(=O)=O)cc3)c3ccccc3n2)cc1	6.0%	-14.3%	3.0	-1.7%	.	-18.6%	21.0%	-7.0%	-1.5%
CCCOC(=O)C1[C@H]2C(=O)N(CC3CCCO3)C[C@]23C=C[C@H]1O3 (some centres undefined)	-4.3%	1.4%	6.7	9.2%	-36.5%	-12.0%	16.1%	-3.6%	-5.8%
C[N+]12CCCCC1[C@@H](CO)CCC2 (some centres undefined)	-33.3%	-12.8%	0.6	-2.7%	50.1µM*	-11.6%	13.5%	-0.8%	0.2%
COc1ccc(-c2oc(=O)c3cc(OC)c(OC)cc3c2-c2ccc3c(c2)OCO3)cc1	.	5.7%	-4.2	0.0%	.	-18.9%	29.4%	-3.0%	19.8%
CC1CCCCN1S(=O)(=O)c1ccc2c(c1)oc(=O)n2CC(=O)O (centres undefined)	-1.4%	-21.9%	6.8	5.3%	?	0.3%	42.6%[activator]	0.2%	-1.2%
Cc1ccc(NC(=O)CCn2nc([N+](=O)[O-])cc2C)nc1	5.6%	-8.3%	7.0	9.4%	14.7%[59 µM]	-11.9%	8.4%	-5.0%	8.4%
COC(=O)/C=C/c1c(C)nc(NCc2ccccc2)nc1Cl	?	-7.0%	0.7	7.3%	50.1µM*	-24.7%	3.4%	4.9%	?
C=CCN(CC=C)CC(O)Cn1c2ccccc2c2ccccc21 (centres undefined)	-12.1%	-2.6%	-2.7	13.7%	-1.9%[12.7 µM]	1.2%	35.7%	7.5%[11.5 µM]	1.2%
O=C(CCNS(=O)(=O)c1cccs1)N1CCc2ccccc2C1	-1.1%	-16.7%	-4.2	-12.2%	12.1%	10.8%	55.2%[activator]	-10.3%	-5.0%
Cc1c(C(=O)N(C)c2cccc(Cl)c2)cnn1-c1ccccc1	9.9%[0.457 µM]	-8.5%	1.7	-10.8%	.	-5.6%	16.8%	-1.1%	-8.7%
CCC1CN(C(=O)N2CCC(C(=O)NCc3ccccc3OC)CC2)c2ccccc2O1 (centres undefined)	-19.0%	-6.7%	-12.7	-12.9%	55.5%[activator]	-13.1%	45.5%[activator]	i	1.4%
CCC(=O)N1CCc2cc(S(=O)(=O)CCC(=O)N3CCN(c4ccccc4F)CC3)ccc21	-23.8%	-9.4%&6.7%	-1.2&4.1	-0.8%&12.8%	14.0%	-14.4%&-13.3%	40.5%&12.7%[activator]	-4.8%	3.3%&3.2%
COc1ccc(Nc2c(-c3ccccn3)nc3ccc(Cl)cn23)cc1	1.58µM*	-16.1%	-1.2	6.1%	39.5%[59 µM]	?	43.0%[activator]	-9.7%	2.6%
COc1ccc(CC(=O)N2CCc3cc(OC)c(OC)cc3C2COc2ccc(F)cc2)cc1OC (centres undefined)	-29.2%	-12.1%	-4.1	2.6%	-11.0%[59 µM]	?	-4.2%	-11.0%	-2.6%
O=C(O)CC/C(=C\c1ccc(N2CCOCC2)c([N+](=O)[O-])c1)c1nc2ccccc2s1	35.5µM*	-8.8%	-4.9	4.2%	?	?	-11.1%	-9.3%	-2.0%
CCOC(=O)Cc1csc(NC(=O)C(C)(C)CC)n1	-0.8%	7.6%	0.0	7.0%	-33.1%	-7.9%	19.6%	-4.7%	0.8%
COc1ccc2nc(NC(=O)C3CSC4(C)CCC(=O)N34)sc2c1 (centres undefined)	3.2%	-18.1%	1.0	0.1%	?	-18.5%	25.5%	-4.7%	5.9%
COc1ccc(C(=O)Nc2ccc(Cl)cc2C(=O)N2CCCC(C)C2)cc1OC (centres undefined)	9.7%	-4.5%	-11.1	-9.3%	3.0%	-10.5%	-8.2%	-3.1%	-5.8%

# An excerpt from above in order of length of the SMILES, lowest first:
molecule	BAZ2B inh	Pol eta inh	PI4K2A block	GLS inh	G9a inh	JMJD2A Tudor inh	HP1b binding inh	PGK inhibitor	Pin1 inhibitor
O=C(CCNS(=O)(=O)c1cccs1)N1CCc2ccccc2C1	-1.1%	-16.7%	-4.2	-12.2%	12.1%	10.8%	55.2%[activator]	-10.3%	-5.0%
COc1ccc(C(=O)Nc2ccc(Cl)cc2C(=O)N2CCCC(C)C2)cc1OC (centres undefined)	9.7%	-4.5%	-11.1	-9.3%	3.0%	-10.5%	-8.2%	-3.1%	-5.8%
O=C(O)CC/C(=C\c1ccc(N2CCOCC2)c([N+](=O)[O-])c1)c1nc2ccccc2s1	35.5µM*	-8.8%	-4.9	4.2%	?	?	-11.1%	-9.3%	-2.0%

# Additional compounds follow:
molecule	BAZ2B inh	Pol eta inh	PI4K2A block	GLS inh	G9a inh	JMJD2A Tudor inh	HP1b binding inh	PGK inhibitor	Pin1 inhibitor
O=C(Nc1ccccc1O)c1csc2c1CCCC2	-4.2%	2.4%	-2.7	?	8.5%[12.7 µM]	-9.8%	14.4%	-3.4%	-2.3%
CCOc1ccc(-c2cn3c(n2)sc2cc(C(=O)NCCC4=CCCCC4)ccc23)cc1	11.9%	-9.0%	0.8	-13.7%	-4.9%[59 µM]	6.2%	96.6%[activator]	i	-0.2%
O=C(OCc1ccc(F)cc1)c1ccc2c(c1)-c1ccccc1C2=O	-29.1%	-11.2%	1.6	7.0%	8.8%	-24.6%	-9.2%	-15.1%	9.5%
CC(C)N1CC(C(=O)Nc2nc3ccccc3s2)CC1=O (centres undefined)	-6.3%	3.7%	0.7	-3.2%	-4.1%	-4.6%[57.1 µM]	67.2%[activator]	9.7%	-7.1%
COC(=O)c1ccccc1S(=O)(=O)NNC(=O)C1COc2ccccc2O1 (centres undefined)	9.2%	-6.0%	-0.2	17.4%	-25.7%	-2.7%	3.9%	-1.6%	-1.2%
Cc1cc(C)cc(Nc2nc3ccccc3n3cnnc23)c1	1.2%	8.2%	2.2	-1.6%	7.9%[59 µM]	0.7%	29.1%	-4.8%	2.3%
Cc1ccc2c(c1)[C@H]1[C@H](CO2)[C@H](c2ccccc2)[C@]2(C)C(=O)N(Cc3ccc(Cl)cc3)CC(=O)N12	-22.5%	-19.3%	4.6	-8.8%	4.1%[0.501 µM]	-24.8%	23.3%	-5.3%	49.6%[activator]
CCOC(=O)c1c(-c2cccc([N+](=O)[O-])c2)cn2ccccc12	-20.6%	-18.9%	0.1	-0.3%	6.6%	-23.4%	31.4%	-3.5%	-4.8%
O=C(c1cccs1)c1no[n+]([O-])c1C(=O)c1cccs1	?	-12.6%	-1.5	-47.1%	10µM*	?	-38.2%	-25.7%	.
CCOC(=O)C1C(=O)OC(C)(C)C1C(CC)C(=O)c1c(C)cc(C)cc1C (centres undefined)	0.3%	-14.2%	-1.9	1.4%	-3.1%[12.7 µM]	-8.4%	40.0%[activator]	i	-5.8%
COc1cccc(-n2ccnc2SCC(=O)Nc2ccccc2F)c1	25.1µM*	-16.1%	0.3	5.5%	-46.1%	?	?	-0.9%	-1.7%
O=C(NNC(=O)c1ccc(F)cc1F)c1ccc2c(c1)OCO2	-1.3%	1.5%	4.1	-3.0%	-8.6%	-14.6%	36.0%	9.3%	-4.5%

# Screens from PubChem.
